Assay outcomes deposited in PubChem by Johns Hopkins Ion Channel Center.
CHT PAM = CHT positive allosteric modulators, primary screen, cell-based, membrane potential dye, choline EC20. CHT-expressing cells; active compounds read high; LV-AA mutant CHT in HEK293 cells. AID 488977, 2010. B-score at 10 µM. 0.49% of 310,000 active;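 active means initial fluorescence not abnormally high and integrated response B-score, plate-corrected, over 3 SD above library mean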
Target sequence (Q9GZV3 whole entry, looked up): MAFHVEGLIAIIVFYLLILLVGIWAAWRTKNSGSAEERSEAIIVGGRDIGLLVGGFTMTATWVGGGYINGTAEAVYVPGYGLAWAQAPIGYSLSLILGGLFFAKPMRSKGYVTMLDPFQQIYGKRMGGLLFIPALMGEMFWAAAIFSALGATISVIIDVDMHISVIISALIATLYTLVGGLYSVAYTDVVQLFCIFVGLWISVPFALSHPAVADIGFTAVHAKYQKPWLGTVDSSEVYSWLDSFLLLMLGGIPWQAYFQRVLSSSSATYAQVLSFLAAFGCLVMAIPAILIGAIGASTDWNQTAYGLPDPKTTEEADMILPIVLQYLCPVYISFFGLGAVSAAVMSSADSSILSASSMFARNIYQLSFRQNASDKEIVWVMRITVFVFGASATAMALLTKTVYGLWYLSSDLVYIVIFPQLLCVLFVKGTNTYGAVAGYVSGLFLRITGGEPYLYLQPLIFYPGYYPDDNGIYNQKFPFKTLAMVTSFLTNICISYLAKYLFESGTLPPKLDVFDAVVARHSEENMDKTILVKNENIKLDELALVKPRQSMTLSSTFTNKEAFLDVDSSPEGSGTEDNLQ
CHT inh = inhibitors of human choline transporter CHT; 0.86% of 310,000 active; CHT-expressing cells, membrane potential dye, choline response; active compounds read low; B-score at 10 µM; High affinity choline transporter 1 (Homo sapiens), Q9GZV3;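 active means B-score over 3 SD under the library average, and starting fluorescence ratio not unusually high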;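 further: choline stimulus applied at its EC90 after an EC20 pre-addition; B-score computed on integrated fluorescence ratio after choline addition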
* hit, by the source's call; i = inactive.

SMILES	CHT PAM	CHT inh
Cc1cccc(OCC(=O)N(Cc2ccco2)C2CCS(=O)(=O)C2)c1C (stereo not given)	i	i
COCc1cc(=O)n2[nH]c(-c3ccc(C)cc3)cc2n1	i	i
CCc1nc(C)c(-c2ccccc2)c(=O)[nH]1	i	i
O=C(/C=C/c1ccc(Cl)c(Cl)c1)NC1=NCCS1	i	i
O=C(NNC(=O)C1CCN(S(=O)(=O)c2ccc(Cl)cc2)CC1)c1ccc(S(=O)(=O)N2CCCCC2)cc1	i	i
Cc1nnc(N2CCN(c3ccccc3)CC2)[nH]c1=O	i	i
CC(C)N1CCC(=NNC(=O)c2ccc(Br)o2)CC1	i	i
Oc1[nH]c2ccccc2c1N=Nc1nc(Nc2ccccc2)nc(N2CCOCC2)n1	i	i
COc1ccc(N(CC(=O)NCc2ccc(C)cc2)S(=O)(=O)c2c(C)[nH]c(=O)[nH]c2=O)cc1	i	i
O=C(NCc1ccccc1)c1c[nH]c2ccc(F)cc2c1=O	i	i
Cc1ccc(S(=O)(=O)N2CCOCC2)cc1C(=O)NCc1cccnc1	i	i
CC(=O)Oc1ccc2occ(C(=O)c3ccccc3)c2c1	i	i
COc1ccc(CSc2ncn[nH]2)cc1[N+](=O)[O-]	i	i
CCOC(=O)CSc1nnc(CNC(=O)c2ccco2)n1-c1ccc(F)cc1	i	i
CCN(CC)C(=O)CSc1nc2cc3c(cc2c(=O)n1CCCC(=O)NCCc1ccc(OC)c(OC)c1)OCO3	i	i
CCOc1ccc(-n2c(SCC(=O)Nc3cc(C(=O)O)ccc3Cl)nc3ccccc3c2=O)cc1	i	i
CCOc1ccc(N2CC(C(=O)N3CCCCC3)CC2=O)cc1 (stereo not given)	i	i
COC(=O)C1=[N+]([O-])OC(C(=O)OC)C1c1c[nH]c2ccccc12 (stereo not given)	i	i
C=CCn1c(SCC(=O)Nc2c(C)cccc2C)nnc1-c1ccncc1	i	i
CCOC(=O)CC1C(=O)NCCN1c1nc2ccc(C)cn2c(=O)c1/C=C1\SC(=S)N(CC(C)C)C1=O (stereo not given)	i	i
COc1ccc(N2CCN(S(=O)(=O)c3ccc(OC)c(C(=O)N4CCCCC4)c3)CC2)cc1	i	i
Cc1cc(C)nc(N/N=C/c2c(C)oc3ccccc23)n1	i	i
CC(=O)c1sc(-c2ccccc2)cc1NS(=O)(=O)c1ccc(C)cc1	i	i
O=[N+]([O-])c1ccc(CNC2CCCc3ccccc32)cc1 (stereo not given)	i	i

Reprinted from the listing for reference:
SMILES	CHT PAM	CHT inh
COC(=O)C1=[N+]([O-])OC(C(=O)OC)C1c1c[nH]c2ccccc12 (stereo not given)	i	i
C=CCn1c(SCC(=O)Nc2c(C)cccc2C)nnc1-c1ccncc1	i	i
CCOC(=O)CC1C(=O)NCCN1c1nc2ccc(C)cn2c(=O)c1/C=C1\SC(=S)N(CC(C)C)C1=O (stereo not given)	i	i
COc1ccc(N2CCN(S(=O)(=O)c3ccc(OC)c(C(=O)N4CCCCC4)c3)CC2)cc1	i	i
Cc1cc(C)nc(N/N=C/c2c(C)oc3ccccc23)n1	i	i
CC(=O)c1sc(-c2ccccc2)cc1NS(=O)(=O)c1ccc(C)cc1	i	i
O=[N+]([O-])c1ccc(CNC2CCCc3ccccc32)cc1 (stereo not given)	i	i

Following part:
SMILES	CHT PAM	CHT inh
COc1ccc(CN(CC(=O)NCCc2ccccc2)C(=O)CCC(=O)Nc2ccccn2)cc1	i	i
O=C(NCc1nc(-c2ccccc2)cs1)c1ccccc1	i	-6.5*
CC(C)NC(=O)Cn1cc(C(=O)COc2ccccc2)c2ccccc21	i	i
CC(=O)N(Cc1cc(=O)[nH]c2ccccc12)c1ccccc1	i	i
Cc1ccccc1CNC(=O)Nc1ccc(Cl)cc1	i	i
Cc1ccc(S(=O)(=O)CCc2ccncc2)cc1	i	i
CCOC(=O)c1c(C)[nH]c(C(=O)CSc2nnc(CC(C)c3ccccc3)o2)c1C (stereo not given)	i	i
CC(=O)c1ccc(NS(=O)(=O)c2ccc(CC(C)C)cc2)cc1	i	i
COc1cccc(/C=c2\s/c(=C/C(=O)c3ccc(C)cc3)[nH]c2=O)c1OC	i	i
COc1ccc(N(C(=O)c2ccco2)C(C(=O)NC2CCCC2)c2ccc(N(C)C)cc2)cc1OC (stereo not given)	i	i
O=C(O)c1ccc(/C=C2\SC(=S)N(NC(=O)c3ccc(Br)cc3)C2=O)cc1	i	-5.2*
C/C(=N\Nc1nncc2ccccc12)c1ccc(Cl)c([N+](=O)[O-])c1	i	i
O=C(c1ccco1)c1cn[nH]c1-c1ccc(Cl)cc1O	i	i
CCCNC(=O)COC(=O)c1cc(-c2ccc(OC)cc2)nc2ccccc12	i	i
N=c1c(C(=O)NCC2CCCO2)cc2c(=O)n3ccccc3nc2n1C1CCCC1 (stereo not given)	i	i
Cc1sc2ncn(CC(=O)NCCCC(=O)N3CCN(c4ncccn4)CC3)c(=O)c2c1C	i	i
C=CCn1c(SCC(=O)N(CCOC)c2c(N)n(CC(C)C)c(=O)[nH]c2=O)nc2ccccc21	i	i
O=C(COc1ccccc1[N+](=O)[O-])N1CCCc2ccccc21	i	i
COc1cc(OC)c(OC)cc1CNCCSc1nnnn1C	i	i
CC(OC(=O)c1ccc2c(=O)n3c(nc2c1)CCC3)C(N)=O (stereo not given)	i	i
Cc1cccc(NS(=O)(=O)c2ccc(Br)s2)n1	i	i
O=C(CN1C(=O)S/C(=C/c2ccc(N3CCOCC3)cc2)C1=O)N1CCOCC1	i	i
Nc1ccc(-c2nc3c(Cl)cc(N)cc3[nH]2)cc1	i	i
c1ccc(-n2nnnc2-n2nnc3ccccc32)cc1	i	i
CN(C)CCCn1c(SCCN2C(=O)c3ccccc3C2=O)nc2ccccc2c1=O	i	i
COc1ccc(Cl)cc1NC(=O)CC1CCCC1	i	i
CCC1(C)Cc2c(sc3nnn(CC(=O)Nc4ccccc4C)c(=O)c23)CO1 (stereo not given)	i	i
Oc1ccccc1CN(Cc1ccco1)CC(O)COCc1ccc(Cl)cc1 (stereo not given)	i	i
Cc1ccc2c(c1)N(CC(=O)N1CCC(C)CC1)C(=O)c1cccnc1O2	i	i
Fc1ccc(N/N=C/c2ccc(N3CCOCC3)cc2)c(F)c1	i	i
COc1cccc(NC(=O)CN(C)C(=O)c2ccccc2OCC(=O)Nc2cccc(C(F)(F)F)c2)c1	i	i
COC(=O)c1c(NC(=O)COc2ncnc3ccccc23)sc(C)c1C	i	i
CCC(C)c1ccccc1NC(=O)C(C)NCCN(C)C (stereo not given)	i	i
CCOC(=O)C1(CCOC)CCN(C(=O)c2ccc(CSC)o2)CC1	i	i
Cc1cccc(N2CCN(C(=O)c3cccc(N4CCCC4=O)c3)CC2)c1C	i	i
CCOc1ccc(/C=C2\SC(=S)N(NC(=O)c3ccncc3)C2=O)cc1OC	i	-5.2*

Reprinted from the part before: six entries; new compounds follow.
SMILES	CHT PAM	CHT inh
COc1cccc(NC(=O)CN(C)C(=O)c2ccccc2OCC(=O)Nc2cccc(C(F)(F)F)c2)c1	i	i
COC(=O)c1c(NC(=O)COc2ncnc3ccccc23)sc(C)c1C	i	i
CCC(C)c1ccccc1NC(=O)C(C)NCCN(C)C (stereo not given)	i	i
CCOC(=O)C1(CCOC)CCN(C(=O)c2ccc(CSC)o2)CC1	i	i
Cc1cccc(N2CCN(C(=O)c3cccc(N4CCCC4=O)c3)CC2)c1C	i	i
CCOc1ccc(/C=C2\SC(=S)N(NC(=O)c3ccncc3)C2=O)cc1OC	i	-5.2*
CN1C(=O)CSC1=S	i	i
O=C(Nc1ccc(F)cc1)c1sc(Cl)nc1-c1ccccc1	i	i
Cc1c(C(=O)N2CCC(C(N)=O)CC2)oc2ccc(Br)cc12	i	i
Cc1ccc(-n2c(C)c(C)c3c(N)ncnc32)cc1	i	i
CCCc1cc(C(=O)NCc2ccc(OC)cc2)no1	i	i
O=C(OCc1nnc(-c2ccccc2)o1)c1ccccc1	i	i
COc1cc(CN2CCCCCC2)cc(OC)c1OC	i	i
CCC(=O)NC(=S)Nc1ccc(S(=O)(=O)NC2CCCCC2)cc1	i	i
Cc1cccc(/C=N/n2c(-c3ccccc3)n[nH]c2=S)c1O	i	i
Cc1ccc(N2CC(C(=O)NCCC(C)C)CC2=O)cc1 (stereo not given)	i	i
CCc1cccc(NC(=O)C2CC2c2ccccc2)c1 (stereo not given)	i	i
CC(C)c1ccc(NC(=O)C[n+]2ccn(C3=C([O-])c4ccccc4C3=O)c2)cc1	i	i
COC(=O)c1ccc(N2C(=O)c3ccc(OC)c(OC)c3C2=O)cc1	i	i
CN(C)S(=O)(=O)c1ccc(NC(=O)c2ccc([N+](=O)[O-])cc2)cc1	i	i
CC(C)C(NC(=O)CN1C(=O)c2ccccc2C1=O)c1ccccc1 (stereo not given)	i	i
CC(=O)Nc1ccc(C(=O)N/N=C/C2CC3C=CC2C3)cc1 (stereo not given)	i	i
N/C(=N\OC(=O)CCCCCN1C(=O)c2ccccc2C1=O)c1ccccc1	i	i
Cc1csc(NC(=O)C2CCCN2C(=O)OCC(C)C)n1 (stereo not given)	i	i
Clc1cccc(N2CCN(c3nnnn3-c3ccccc3)CC2)c1	i	i
Cc1ccc(Cl)c(OCCN2CCc3ccccc3C2)c1	i	i
Cc1cc(OCCn2cnc3ccccc3c2=O)cc(C(C)C)c1	i	i
O=C(NCc1ccccc1)C1CCC(CNc2c(N3CCCCC3)c(=O)c2=O)CC1 (stereo not given)	i	i
O=C(Nc1ccc(Br)cc1)c1ccc(N2C(=O)C3CC=CCC3C2=O)cc1 (stereo not given)	i	i
CCOC(=O)c1sc(NC(=O)c2cccc(S(=O)(=O)N(CC)CC)c2)cc1C	i	i
CCOC(=O)NC(=O)CSc1nnnn1-c1ccc(C)cc1	i	i
COC(=O)c1ccc(C)c(NC(=O)Cn2cnc3ccccc3c2=O)c1	i	i
COc1ccc(-c2nc(C#N)c(N3CCC(C(N)=O)CC3)o2)cc1	i	i
Cc1ccc(OCC(=O)N/N=C/c2c[nH]c3ccccc23)c([N+](=O)[O-])c1	i	i
O=C(O)c1ccccc1NS(=O)(=O)c1cccc2nsnc12	i	i
Cc1ccccc1C(=O)NCCNC(=O)c1ccccn1	i	i
CC(C)c1ccc(/C=C/C(=O)Nc2nncs2)cc1	i	i
N#Cc1ccccc1Sc1ccccc1C(=O)OCc1nnc(-c2ccccc2)o1	i	i
O=[N+]([O-])c1ccc(/C=N/NC(=S)Nc2ccccc2F)o1	i	i
O=C(COC(=O)/C=C/c1ccccc1)NCC1CCCO1 (stereo not given)	i	i
Nc1ccc[n+](Cc2ccccn2)c1	i	i
CN(C(=O)CCS(=O)(=O)c1ccc2c(c1)oc(=O)n2C)C1CCCCC1	i	i
CCOC(=O)C1CCCN(C2=NC(=O)/C(=C/c3ccc(OC)cc3OC)S2)C1 (stereo not given)	i	i
CCOc1ccc(N=Nc2c(=O)[nH]n3c(=O)cc(C)[nH]c23)cc1	i	i
Cc1ccc(C)c(NC(=O)C2CC=CCC2C(=O)O)c1 (stereo not given)	i	i
COc1ccc(CCNC(=O)C2CCN(C(=O)c3ccccc3C)CC2)cc1	i	i
COc1ccc(OC)c(NC(=O)CSc2nc3scc(C)c3c(=O)[nH]2)c1	i	i
O=c1[nH]c(Nc2ccc3c(c2)OCCO3)nnc1Cc1ccccc1	i	i
COc1ccc(N2CC(C(=O)Nc3c4c(nn3-c3ccc(OC)cc3)CS(=O)(=O)C4)CC2=O)cc1 (stereo not given)	i	i
CC(=O)C1=C(O)C(=O)N(c2ccc(Br)cn2)C1c1ccc(F)cc1 (stereo not given)	i	i
CC(C)(CC(=O)O)CC(=O)Nc1ccc2c(c1)ncn2CCc1ccccc1	i	i
Cc1ccc(S(=O)(=O)Cn2nnnc2C(CC(C)C)N2CCN(C(=O)c3ccco3)CC2)cc1 (stereo not given)	i	i
O=C(CN1CCOCC1)Nc1nc2ccc([N+](=O)[O-])cc2s1	i	i
OCCCNc1nc(-c2ccc(Br)cc2)nnc1-c1ccc(Cl)cc1	i	i
Cc1ccc2c(c1)Sc1c(ccc3ccccc13)N2	i	i
COc1ccc(Cl)cc1NC(=O)CSC1=NN2CCCC(=O)N=C2S1	i	i
COc1ccc(CN2CCN(c3ccc(F)cc3)CC2)c(OC)c1OC	i	i
Cc1ccc(C(=O)Nc2cccc(-c3ccc(N4CCOCC4)nn3)c2)cc1[N+](=O)[O-]	i	i
CSc1ncc(Cl)c(C(=O)Nc2cccc3ccccc23)n1	i	i
Cc1ccc(N2NC(=O)/C(=C/c3ccc(-c4ccc(Cl)c(C(=O)O)c4)o3)C2=O)cc1	i	i
O=C(NCc1cccc(Cl)c1)c1cnn2c1NC(c1ccco1)CC2C(F)(F)F (stereo not given)	i	i
Cc1cc(C(=O)OCC(=O)N2C(C)CCCC2C)c(C)o1 (stereo not given)	i	i
Cc1nnsc1Sc1ccccn1	i	i
O=C(CC1C(=O)NCCN1Cc1cccc(C(F)(F)F)c1)NCCc1cnccn1 (stereo not given)	i	i
Cc1cccc(OCc2nnc(SCC(=O)O)n2Cc2ccccc2)c1	i	i
CCCC[N+](C)(C)CCC(=O)NC(C)(C)CS(=O)(=O)[O-]	i	i
The list goes on:
SMILES	CHT PAM	CHT inh
O=C(Nc1c2c(nn1-c1ccccc1)CS(=O)(=O)C2)C1CCCC1	i	i
COc1ccc(N2CC(C(=O)N[C@@H](CC(C)C)C(=O)NC3CCCC3)CC2=O)cc1 (stereo not given in full)	i	i
Cc1cccc(CNC(=O)c2ccc3c(c2)N(C)CCS3)c1	i	i
CCN1CCN(C(CNS(=O)(=O)c2ccccc2)c2ccccc2)CC1 (stereo not given)	i	i
Cc1ccc(C(=O)NCCc2c[nH]c3ccccc23)c(C)c1	i	i
S=c1[nH]c(-c2ccccc2)cs1	i	i
CCOC(=O)c1nnn(-c2nonc2N)c1CSc1ccc(C)cc1	i	i

Among those listed so far, these contain a CF3 group:
SMILES	CHT PAM	CHT inh
COc1cccc(NC(=O)CN(C)C(=O)c2ccccc2OCC(=O)Nc2cccc(C(F)(F)F)c2)c1	i	i
O=C(NCc1cccc(Cl)c1)c1cnn2c1NC(c1ccco1)CC2C(F)(F)F (stereo not given)	i	i
O=C(CC1C(=O)NCCN1Cc1cccc(C(F)(F)F)c1)NCCc1cnccn1 (stereo not given)	i	i
